Screening data deposited in PubChem by Sanford-Burnham Center for Chemical Genomics.
Mdm2-MdmX inh: inhibitors of human Mdm2/MdmX interaction | 330,000 tested, 3% active | O15151+Q00987 | SaOS-2 split-luciferase Mdm2/MdmX complementation, luminescence | inhibition, % at 8 µM;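 active = inhibition of at least 50% at 8 µM in the primary screen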
XBP1 UPR activ: adaptive UPR (XBP1) activation | 330,000 tested, 0.33% active | CHO-XBP1 luciferase reporter, IRE1-XBP1 UPR activation, luminescence; percent of tunicamycin response, DMSO as zero | activation, % at 20 µM | AID 463104;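 active = versus positive control, 20 µM dose yields 30% or more activation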;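 note: 100% = tunicamycin at 10 µg/mL and 0% = DMSO only wells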
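Signal: luciferase luminescence; Assay system: CHO-XBP1 luciferase reporter cells; Amount: one thousand reporter cells per well; Dosing: 20 µM single concentration, DMSO 1%; Benchmarks: high control tunicamycin 10 µg/mL final, low control DMSO vehicle only; Schedule: 6 h compound exposure at 37 °C, 5% CO2; Evaluation: percent activation relative to tunicamycin reference.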
CCR6 antag: CCR6 (human) receptor antagonism; P51684; CHO-K1 CCR6 PathHunter beta-arrestin, luminescence, CCL20-stimulated; inhibition, % at 20 µM; 340,000 tested, 0.49% active; AID 493098;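 active = compounds whose inhibition of the agonist-driven luminescence signal at 20 µM reaches about 50%, limit read from the data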;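 note: cells stimulated with CCL20 at 14 nM final; plate controls were DMSO with CCL20 for no effect and DMSO without agonist for full effect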
Target sequence (P51684 whole entry, looked up): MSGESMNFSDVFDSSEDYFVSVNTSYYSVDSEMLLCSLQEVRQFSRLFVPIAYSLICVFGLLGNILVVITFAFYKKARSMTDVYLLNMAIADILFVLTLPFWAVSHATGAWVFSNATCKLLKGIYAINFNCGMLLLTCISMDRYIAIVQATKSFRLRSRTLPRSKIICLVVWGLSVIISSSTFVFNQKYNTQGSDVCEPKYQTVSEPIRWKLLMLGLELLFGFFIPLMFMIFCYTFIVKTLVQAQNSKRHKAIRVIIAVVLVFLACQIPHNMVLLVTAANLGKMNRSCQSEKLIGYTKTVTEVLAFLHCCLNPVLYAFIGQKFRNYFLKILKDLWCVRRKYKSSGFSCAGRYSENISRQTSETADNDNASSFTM
APJ antag: blocks the human apelin receptor APJ; P35414; CHO-K1 APJ beta-arrestin complementation, luminescence; inhibition, % at 20 µM; 330,000 tested, 0.32% active;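 active = inhibition above about 40% at 20 µM, limit read from the data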;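 note: cells challenged with 10 nM apelin-13 agonist together with compound; plate controls were apelin-13 plus DMSO wells for no effect and DMSO wells lacking apelin-13 for full effect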
Target sequence (P35414 whole entry, looked up): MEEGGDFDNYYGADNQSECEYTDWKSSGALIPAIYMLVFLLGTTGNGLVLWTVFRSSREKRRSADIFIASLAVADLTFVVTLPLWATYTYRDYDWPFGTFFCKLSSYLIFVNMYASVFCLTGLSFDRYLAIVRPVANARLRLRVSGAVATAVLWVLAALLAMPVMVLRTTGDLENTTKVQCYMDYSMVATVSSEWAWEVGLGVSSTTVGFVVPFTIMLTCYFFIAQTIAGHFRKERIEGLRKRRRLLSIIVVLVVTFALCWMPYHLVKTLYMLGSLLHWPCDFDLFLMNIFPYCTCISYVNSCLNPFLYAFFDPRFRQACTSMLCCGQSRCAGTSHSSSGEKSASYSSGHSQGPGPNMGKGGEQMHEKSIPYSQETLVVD
APJ agonist: agonists of human APJ apelin receptor; CHO-K1 APJ PathHunter beta-arrestin, luminescence; 0% DMSO wells, 100% apelin; P35414; 330,000 tested, 0.11% active; activation, % at 20 µM;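 active = activation more than six SD over the plate average, tested at 20 µM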;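 note: 0% = DMSO alone and 100% = apelin-13 at 10 nM; some results filed as inactive read as strong as hits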
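Test system: CHO-K1 APJ beta-arrestin complementation cell line. Amount: cell density 1000 per well. Controls: DMSO negative, 10 nM Apelin-13 positive. Signal: luminescent beta-gal fragment complementation, chemiluminescent substrate. Read-out basis: agonist-driven arrestin binding to APJ. Timing: compound stimulation 90 min at 25 °C, detection 60 min.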
EBI2 block: antagonists of human EBI2 receptor. AID 651636. 360,000 tested, 0.81% active. EBI2 beta-arrestin recruitment, luminescence, 7a,25-OHC stimulated. inhibition, % at 5 µM. P32249; in the data active = inhibition above about 38%;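 note: enzyme fragment complementation signal reports receptor beta-arrestin coupling in cells; 0% = agonist plus DMSO wells and 100% = wells without agonist; some results beyond the cut were filed as inactive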
CXCR6 inh: CXCR6 (human) receptor inhibition | 360,000 tested, 0.36% active | O00574 | CHO-K1 PathHunter CXCR6 beta-arrestin, luminescence | inhibition, % at 20 µM; in the data active = inhibition above about 34%, passing the limit was not always enough;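 note: antagonist mode with CXCL16 agonist at 10 nM final; 0% = 10 nM CXCL16 with DMSO and 100% = unstimulated wells without agonist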
Target sequence (O00574 whole entry, looked up): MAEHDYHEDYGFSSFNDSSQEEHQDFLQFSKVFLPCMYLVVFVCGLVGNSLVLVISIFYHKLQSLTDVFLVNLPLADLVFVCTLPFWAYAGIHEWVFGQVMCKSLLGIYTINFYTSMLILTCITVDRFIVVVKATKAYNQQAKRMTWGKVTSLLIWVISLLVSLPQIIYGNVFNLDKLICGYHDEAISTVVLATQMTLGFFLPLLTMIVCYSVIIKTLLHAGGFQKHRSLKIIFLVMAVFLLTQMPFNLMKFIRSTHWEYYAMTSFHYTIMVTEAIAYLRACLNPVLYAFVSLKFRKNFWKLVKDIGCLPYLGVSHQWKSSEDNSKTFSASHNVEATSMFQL
UPR CHOP act: activators of apoptotic arm of unfolded protein response (CHOP); 330,000 tested, 0.34% active; CHO-CHOP luciferase reporter, UPR activation, luminescence; percent of tunicamycin response over DMSO baseline; activation, % at 10 µM; AID 449763;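 active = at 10 µM dose, activation of 40% or more, normalized to positive control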;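 note: 100% = tunicamycin at 10 µg/mL and 0% = DMSO alone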
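Evaluation: % reporter activation, DMSO baseline versus tunicamycin full activation; System: CHO-CHOP luciferase reporter cell line; Input: 500 cells/well; Incubation: 6 h compound treatment, 37 °C; Measured by: Steady-Glo luciferase luminescence; Dosing: one dose, 10 µM in 0.5% DMSO; Buffer or medium: F12 medium, 10% FBS; Benchmarks: positive tunicamycin 10 µg/mL, negative DMSO alone.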
tim23-1 inh: growth inhibitors of tim23-1 mutant yeast. inhibition, % at 20 µM. 330,000 tested, 1.3% active. AID 463212. S. cerevisiae tim23-1 growth, BacTiter-Glo luminescence, 24 h;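 active = growth inhibition of the mutant yeast at or above 50%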;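 note: temperature-sensitive mutant grown at 25 °C; plate controls were DMSO-treated mutant yeast for no effect and medium wells lacking yeast for full effect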
Numbers without * were called inactive; nt = no result given; & = joins results of further samples. These rows are one share of the data; count on the stated rates, not on these rows.

SMILES	Mdm2-MdmX inh	XBP1 UPR activ	CCR6 antag	APJ antag	APJ agonist	EBI2 block	CXCR6 inh	UPR CHOP act	tim23-1 inh
CCN(CC)CCNC(=O)CCn1c(=S)[nH]c2cc3c(cc2c1=O)OCO3	-14	2	1	-14	0	-8	2	-0.9	10
Brc1ccc2ncnc(NCc3ccco3)c2c1	57*	-3	-2	-7	-1	5	-4	0.7	5
Cc1cc(C)nc(SCCn2c(N(C)Cc3ccccc3)nc3c2c(=O)n(C)c(=O)n3C)n1	-3	-2	10	-6	0	-2	-6	-0.2	37
CC(=O)Nc1ccc(C2C(=O)c3ccccc3C2=O)cc1	10	-1	20	17	-3	-6	8	1.6	22
Cc1ccc(SCCC(=O)NCc2ccco2)cc1	20	-5	2	18	-5	-2	-4	1.6	1
Cc1cc(Cl)c(C)c(S(=O)(=O)Oc2ccccc2NC(=O)CCC(=O)O)c1Cl	-12	0	9	-11	-3	2	2	2.9	10
CCCCn1c(N)c(N(CC(C)C)C(=O)C2=NN(c3cc(C)ccc3C)C(=O)CC2)c(=O)[nH]c1=O	9	-2	13	-5	-3	-2	-4	-0.3	2
COc1ccc(-c2noc(CN(C)C(=O)c3ccco3)n2)cc1	-9	0	9	-3	-3	-5	0	2.4	-10
Cc1nc(N)nc(-c2ccccc2O)n1	26	1	10	-9	-5	-4	-7	-0.9	10
COc1ccc(OC)c(NC(=S)NCCCN2CCOCC2)c1	11	3	-8	-4	1	-3	-8	-1.2	18
CCn1c(SCc2nc3ccccc3[nH]2)nnc1-c1cnccn1	-37	5	-15	-5	-3	0	0	4.0	22
O=C(CCS(=O)(=O)c1ccc(Cl)cc1)Nc1nc(-c2ccncc2)cs1	97*	-6	-1	-11	6	-5	-6	0.6	9
COc1cc(OC)cc(C(=O)NC(=S)Nc2ccc3c4c(cccc24)CC3)c1	11	-4	39	15	-6	3	18	-2.1	-7
C=CCNC(=O)c1oc2ccc(S(=O)(=O)N3CCCCC3)cc2c1C	22	-1	14	1	-3	-8	-10	-0.5	31
Cc1cn2c(N)c(/C=C3\C=Nc4ccccc43)c(=O)nc2s1	-27	2	13	13	1	1	8	2.8	-10
CCN(CC(=O)Nc1c(F)cccc1F)C(=O)CCCc1nc2ccccc2c(=O)[nH]1	26	-1	-1	12	4	-5	1	0.4	-5
COc1ccc(CCC(=O)NCc2cn3ccsc3n2)cc1	-3	-1	13	18	-6	-5	-6	1.0	6
Cc1nn(Cc2ccc(F)cc2)c2sc(C(=O)Nc3nccs3)cc12	28	-1	-9	13	-2	0	-6	1.2	-14
O=C(CSc1nnc(-c2cccnc2)n1CCc1ccccc1)N1CCCCC1	-2	-2	3	4	0	3	2	-1.5	12
Cc1sc(NC(=O)C2CCCC2)c(C#N)c1C	-18	-1	10	7	-1	-14	1	5.0	26
CC1CCCCC1NC(=O)C1CCN(S(=O)(=O)N2CCOCC2)CC1 (stereo unspecified)	4	2	-11	-6	-1	0	3	1.9	0
CC1=NCCN1CCNC(=O)Nc1ccc(F)cc1	18	-1	7	19	1	-3	-1	-1.1	1
COc1ccc(NC(=O)Cc2c[nH]c3ccccc23)cc1S(=O)(=O)N1CCCCC1	19	-1	2	-5	3	-1	0	4.8	-12
Cc1cc(F)ccc1NCc1ccncc1	24	-3	16	-2	-2	-8	-11	-0.1	3
CC(c1ccco1)N(C(=O)C12CC3(C)CC(C)(CC(C)(C3)C1)C2)c1ccccn1 (stereo unspecified)	-14	-2	29	22	-6	14	6	-1.3	26
Cc1ccc(C(CC(=O)O)Nc2nc(N3CCOCC3)nc(N3CCOCC3)n2)cc1 (stereo unspecified)	5	1	14	-9	-3	-16	15	0.6	-2
CCN(C(=O)COC(=O)Cn1c(C)csc1=O)c1c(N)n(Cc2ccccc2)c(=O)[nH]c1=O	16	1	8	12	-1	1	-2	-0.1	3
C[C@@H]1C[C@H]2[C@@H]3CCC4=CC(=O)C=C[C@]4(C)[C@@]3(F)[C@@H](O)C[C@]2(C)[C@@]1(O)C(=O)CO	-35&-22	-5&-2	-11&13	8&16	-2&2	1&-2	2&-10	-1.6&-0.3	5&17
C=C(C)c1ccc(C(C)(C)NC(=O)N(Cc2ccccc2)Cc2ccco2)cc1	-11	-2	16	3	-4	30	8	-1.1	15
O=C(COC(=O)c1ccc(Br)o1)NCc1ccc(Cl)cc1	5	-4	6	-4	-5	0	-5	0.6	12
Cn1c(SCC(=O)Nc2cccc(Br)c2)nnc1-c1cc2ccccc2o1	63*	-3	4	-10	-3	3	-3	0.4	-42
CC(=O)N1c2ccc(S(=O)(=O)N3CCCC(C(=O)Nc4ccc(F)cc4)C3)cc2CC1C (stereo unspecified)	36	-3	3	2	-1	-8	-10	-0.4	12
CCOC(=O)c1c(N)sc2c1CCN(CCc1ccccc1)C2	0	-3	24	6	-3	10	3	1.3	-1
Cc1nc(SC(C)C(=O)NC2CCCC2)c2ccccc2n1 (stereo unspecified)	19	-3	5	21	-2	-2	2	-1.7	5
CC1=C(C(=O)Nc2ccccc2C)C(c2ccc(C)o2)n2c(s/c(=C/c3ccccc3)c2=O)=N1 (stereo unspecified)	-8	-2	21	11	-5	-2	7	-1.3	-16
COc1ccccc1CNC(=O)c1n[nH]c2ccccc12	-31	2	7	12	-2	6	-4	1.6	8
O=S(=O)(NC1CCCCC1N1CCC(O)CC1)c1ccccc1 (stereo unspecified)	-8	-2	2	7	-3	-6	-6	0.4	0
O=C(O)C1=C[C@@H](C2CC2)C[C@@H](OCCCCO)O1	-8	2	11	7	-6	4	4	1.6	-4
O=C(Nc1ccc(NC(=O)c2cccs2)cc1)c1ccccc1	-15	4	9	-2	-3	-7	-2	4.3	0
S=c1[nH]nc(-c2ccco2)n1/N=C/c1ccccn1	17	-2	nt	-14	-2	nt	nt	-1.7	-3
Cc1ccc2nc(SCC(=O)Nc3cc(C)on3)[nH]c2c1	19	1	-35	3	-4	-6	-11	0.1	7
O=C(C(c1ccccc1)c1ccccc1)N1CCN(Cc2ccco2)CC1	7	-2	10	14	2	14	6	-1.1	24
CCCn1nnc(NC(=O)COc2ccccc2Cl)n1	-31	1	1	15	-2	-3	-3	1.7	17
O=C(O)c1cccnc1SCC(=O)N1CCCCCC1	-18	1	14	2	-2	-20	-2	-0.4	0
O=C(NCCN1C(=O)CSC1=O)C1CC(=O)N(c2ccccc2)C1 (stereo unspecified)	11	2	-15	-7	-3	2	-3	-1.5	-3
Cc1cccc2cc(CN(CC(C)C)S(=O)(=O)c3ccccc3)c(=O)[nH]c12	4	-2	22	-15	10	-5	1	3.0	49
Cc1cc(C(=O)Nc2ccc(Br)cn2)sc1C	-182	3	15	7	-4	7	-8	3.2	64*
Cc1ccccc1NC(=O)Nc1ccccc1N1CCCCC1	3	-3	12	-9	-1	12	-1	1.1	8

A second format for 2 compounds above:
Under each structure: Mdm2-MdmX inh | XBP1 UPR activ | CCR6 antag | APJ antag | APJ agonist | EBI2 block | CXCR6 inh | UPR CHOP act | tim23-1 inh
O=S(=O)(NC1CCCCC1N1CCC(O)CC1)c1ccccc1 (stereo unspecified)
→ -8 | -2 | 2 | 7 | -3 | -6 | -6 | 0.4 | 0
O=C(O)C1=C[C@@H](C2CC2)C[C@@H](OCCCCO)O1
→ -8 | 2 | 11 | 7 | -6 | 4 | 4 | 1.6 | -4

The listing continues:
SMILES	Mdm2-MdmX inh	XBP1 UPR activ	CCR6 antag	APJ antag	APJ agonist	EBI2 block	CXCR6 inh	UPR CHOP act	tim23-1 inh
O=C1/C(=C/c2cccnc2)Sc2ccccc21	-5	4	4	-8	-3	-12	-1	2.3	44
CCN1CCN(C(=O)C2CC(c3ccc(F)cc3)=NO2)CC1 (stereo unspecified)	-7	1	3	3	-2	-2	1	1.2	16
COc1ccc(/C(C)=N/Nc2ccc(C(=O)O)cc2)cc1OC	-4	0	-9	5	1	-8	-2	0.0	1
COc1ccc(/C=N/NC(=O)Nc2nonc2N)cc1	-13	0	-6	4	-3	9	-9	4.0	-1
Cc1ccc(C(=O)N2CCN(c3ccc(NC(=O)c4cccnc4Cl)cc3)CC2)cc1	11	-3	9	-19	0	-3	-7	0.9	19
NC(=S)Nc1nc2ccccc2[nH]c1=O	11	-2	nt	-3	-5	nt	nt	1.3	5
CCC(Br)C(=O)Nc1ccc(OC)cc1 (stereo unspecified)	-31	-4	11	-2	-1	1	-1	0.5	3
S=c1[nH]c(-c2ccccc2)cn1/N=C/c1cccc2ccccc12	34	1	3	-3	-1	6	-3	0.7	23
Cc1ccc(C2C(C(=O)c3cc4ccccc4o3)=C(O)C(=O)N2CCN2CCOCC2)o1 (stereo unspecified)	-22	5	35	39	-13	-2	2	4.0	6
O=C(CCn1c(=O)c2ccccc2n(Cc2cccnc2)c1=O)NCc1ccc2c(c1)OCO2	-12	2	0	-23	-2	-5	8	-0.4	12
O=S1(=O)CCOC[C@H](CC2CCCCC2)N1Cc1ccc(Cl)cc1	-22	7	11	-4	7	1	2	1.2	28
O=C(CNCc1ccccc1)Nc1ccc(F)cc1	-13	0	5	-2	-3	-2	6	0.0	23
COc1cccc(C(CC(=O)NCc2ccco2)NS(=O)(=O)c2ccc(C)cc2)c1OC (stereo unspecified)	28	-4	14	13	-1	-5	-6	2.9	18
Cc1ccc(NC(=S)N2CCC(NC(=O)c3ccc(F)cc3)CC2)cc1	2	-2	17	2	-1	-11	-5	1.1	-6
CCC(O)C1CCN(Cc2cn(Cc3ccccc3)nc2-c2cc3ccccc3o2)CC1 (stereo unspecified)	38	-1	8	13	-2	1	4	2.3	27
COc1ccc(C2C(C(=O)c3ccco3)=C(O)C(=O)N2CC2CCCO2)cc1OC (stereo unspecified)	-2	-3	6	6	0	-3	6	1.4	11
COc1ccc(NC(=O)COC(=O)c2ccc(Br)o2)cc1OC	1	-2	-11	11	-14	-2	-4	0.5	3
O=c1[nH]c2ccccc2c2nc3ccccn3c12	5	4	9	12	-2	0	-5	5.3	-6
O=C1C2ON(c3ccccc3)C(c3ccccn3)C2C(=O)N1c1ccc(Br)cc1 (stereo unspecified)	5	-6	5	-1	-2	-1	6	-1.0	28
CCCn1c(N)c(N(CCOC)C(=O)COC(=O)CSc2cc(C)c3ccccc3n2)c(=O)[nH]c1=O	20	-3	4	7	-9	4	-12	0.4	17
O=[N+]([O-])c1ccccc1Oc1ccc(S(=O)(=O)N2CCOCC2)cc1	10	-2	8	7	-3	-10	-2	0.6	34
N#CCSc1nnc2ccc3ccccc3n12	21	-3	-7	4	0	0	-4	2.2	6
Cc1ccc(S(=O)(=O)N2CCN(S(=O)(=O)c3ccccc3Br)CC2)cc1	13	-1	22	nt	nt	20	7	0.7	32
COCCn1c(=NC(=O)c2cc3ccccc3oc2=O)sc2cc(S(N)(=O)=O)ccc21	-16	0	8	8	-1	-6	-4	-1.8	3
O=C(NCCc1ccc(Cl)cc1)c1ccc2c(c1)OCCO2	-86	-4	16	3	-3	1	-1	-0.2	-4
